BoNT A protease – blocks Botulinum neurotoxin A light chain protease | multiplex microsphere protease substrate cleavage, flow cytometry | inhibition, % at 10 µM | actives 0.17% (n = 360,000) | AID 588499; note: plate controls were buffer without enzyme for full effect and enzyme alone for no effect
PfHsp40 rescue – compounds rescuing yeast from Plasmodium falciparum HSP40 toxicity | actives 0.68% (n = 340,000) | growth rescue, % at 12.5 µM | S. cerevisiae expressing PfHsp40, growth rescue, ATP luminescence; in the data active = growth rescue above about 28%, passing the limit was not always enough; inconclusive = no clear call, values can overlap the other calls;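 note: yeast W303a lacking pdr1 and pdr3 grown in galactose medium; growth measured after three days at 30 °C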
CCHFV vOTU inh – CCHFV vOTU protease inhibition. Pep-AMC fluorescence. inhibition, % at 11.5 µM. actives 0.55% (n = 370,000). AID 651958; in the data active = inhibition above about 30%; note: 0% = vehicle wells with enzyme and 100% = no enzyme wells
Yp Topo-I inh – blocks Yersinia pestis topoisomerase I activity; Y. pestis Topo-I cleavage product accumulation, plate reader; activity, % at 10 µM; actives 0.064% (n = 360,000); AID 504884; in the data active = activity above about 50%, passing the limit was not always enough; inconclusive = no clear call, values can overlap the other calls; note: inactives centre near 2
Anthrax LF prot – anthrax lethal factor protease inhibition | actives 0.12% (n = 360,000) | AID 588501 | P15917 | multiplex microsphere protease cleavage assay, LF | inhibition, % at 10 µM; note: plate controls were buffer without enzyme for full effect and enzyme alone for no effect
Target sequence (P15917 whole entry, looked up): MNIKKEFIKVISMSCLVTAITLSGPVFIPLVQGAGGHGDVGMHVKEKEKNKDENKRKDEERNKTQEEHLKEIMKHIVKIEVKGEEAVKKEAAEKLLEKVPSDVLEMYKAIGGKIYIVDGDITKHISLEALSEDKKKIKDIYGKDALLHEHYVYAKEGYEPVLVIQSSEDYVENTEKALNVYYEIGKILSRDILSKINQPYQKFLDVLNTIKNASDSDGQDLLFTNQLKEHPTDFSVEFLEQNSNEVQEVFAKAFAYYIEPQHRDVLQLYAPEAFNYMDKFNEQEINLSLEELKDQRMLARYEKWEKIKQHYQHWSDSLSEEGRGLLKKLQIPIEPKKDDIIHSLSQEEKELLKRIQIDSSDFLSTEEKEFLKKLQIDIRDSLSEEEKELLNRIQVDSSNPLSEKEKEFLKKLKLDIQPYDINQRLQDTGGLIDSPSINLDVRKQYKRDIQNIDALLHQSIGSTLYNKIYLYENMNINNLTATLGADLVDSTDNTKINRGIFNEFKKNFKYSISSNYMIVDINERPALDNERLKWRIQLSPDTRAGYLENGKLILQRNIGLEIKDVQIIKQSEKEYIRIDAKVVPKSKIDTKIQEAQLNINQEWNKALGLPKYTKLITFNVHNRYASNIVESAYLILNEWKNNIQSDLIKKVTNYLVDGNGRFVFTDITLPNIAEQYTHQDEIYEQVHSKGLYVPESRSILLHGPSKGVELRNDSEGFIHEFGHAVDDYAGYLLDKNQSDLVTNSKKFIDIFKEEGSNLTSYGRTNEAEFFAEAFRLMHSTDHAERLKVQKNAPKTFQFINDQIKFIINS
TcdB inh – blocks C. difficile toxin B glycohydrolase activity. actives 0.24% (n = 350,000). AID 652162. inhibition, % at 9.99 µM. TcdB glycohydrolase enzymatic assay, plate reader. P18177; in the data active = inhibition above about 10%
FadD28 binding – M. tuberculosis FadD28 bisubstrate binding inhibition; actives 0.22% (n = 360,000); FadD28 bisubstrate probe binding, fluorescence polarization; inhibition, % at 12.5 µM; in the data active = inhibition above about 8.5%, passing the limit was not always enough; inconclusive = no clear call, values can overlap the other calls
PrPC surface inh – reduces human prion protein on the cell surface; P04156; cell surface PrPC, TR-FRET read-out; inhibition, % at 13.8 µM; actives 0.43% (n = 370,000); AID 720596; in the data active = inhibition above about 24%; note: 0% = median of the test wells and 100% = reference compound wells
BoNT-F LC inh – BoNT F light chain protease inhibition. Multiplex microsphere protease cleavage assay, flow cytometry. actives 0.22% (n = 360,000). inhibition, % at 10 µM; in the data active = inhibition above about 35%, passing the limit was not always enough; inconclusive = no clear call, values can overlap the other calls; note: plate controls were buffer without enzyme for full effect and enzyme alone for no effect
Active calls of the source: *; u = inconclusive; x = not tested or not shown; & = joins results of further samples. Cut-off read from the data, not from the text of the source, unless noted: active = inhibition above about 30%; inconclusive = no clear call, values can overlap the other calls; inactive = below that.

SMILES	BoNT A protease	PfHsp40 rescue	CCHFV vOTU inh	Yp Topo-I inh	Anthrax LF prot	TcdB inh	FadD28 binding	PrPC surface inh	BoNT-F LC inh
O=C(CN1C(=O)NC2(CCCCCCC2)C1=O)NC1CCCc2ccccc21 (configuration not stated)	0.0	-2.8	-5	3	-1	x	-0.1	-4	4
O=c1c2c(-c3cccc([N+](=O)[O-])c3)ccnc2[nH]n1-c1ccccc1	-0.9	0.2	-4	1	-14	-2.0	-1.2	-5	2
Cc1cc(OCc2nnc(SCC(=O)OC3CCCCC3)o2)ccc1Cl	-0.6	1.4	6	23	6	x	0.7	0	-1
CC[C@]12c3[nH]c4cc(CCC(=O)N(C)C)ccc4c3CCN1C(=O)[C@@H](CC(=O)NCCCn1ccnc1)C[C@@H]2C(=O)N1CCN(C(=O)c2ccco2)CC1	-0.8	1.0	-2	15	3	1.1	0.2	1	0
Cc1cc(/C([O-])=C(/C(=S)Nc2ccc(F)cc2)[n+]2ccccc2)c(C)n1Cc1ccccc1Cl	7.7	-0.6	5	-15	-4	0.5	-3.9	-4	-4
CSc1ccc(CN(C)C(=O)CNC(=O)CNS(=O)(=O)c2ccc(C)c(C)c2)cc1	4.8	0.9	-10	1	5	0.4	x	-2	19
Cc1ccc(CNC(=O)Cc2ccc(NC3=NC4CS(=O)(=O)CC4S3)cc2)cc1 (configuration not stated)	-0.3	0.9	5	2	3	0.9	0.4	-6	-5
Cc1ccc(CNC(=O)CCNS(=O)(=O)c2ccc(Br)s2)cc1	1.0	0.1	-14	3	4	-0.4	-3.7	5	1
C=C1C(=O)[C@]23C[C@H]1CCC2[C@@]1(C)C(C[C@@H]3O)[C@](C)(C(=O)O)CC[C@@H]1O (some centres not stated)	0.1	x	-10	x	6	-1.0	-2.8	4	7
Cc1ccc(OCC(=O)NNC(=O)Nc2ccc(Cl)cc2)c(Br)c1	-0.2	-1.0	-9	-8	-7	0.5	-2.4	-4	-4
COc1ccccc1CN(CC(=O)NCc1ccc2c(c1)OCO2)C(=O)c1csnn1	3.5	-0.1	1	-1	2	1.6	-4.5	-5	25
CCOc1ccc(NC(=NCc2ccc3c(c2)OCO3)SC2CC(=O)N(c3ccc(OCC)cc3)C2=O)cc1 (configuration not stated)	-0.1	0.0	-9	9	3	x	-2.1	-1	-6

Reprinted from the part before: 6 compounds, then new ones.
SMILES	BoNT A protease	PfHsp40 rescue	CCHFV vOTU inh	Yp Topo-I inh	Anthrax LF prot	TcdB inh	FadD28 binding	PrPC surface inh	BoNT-F LC inh
Cc1ccc(CNC(=O)Cc2ccc(NC3=NC4CS(=O)(=O)CC4S3)cc2)cc1 (configuration not stated)	-0.3	0.9	5	2	3	0.9	0.4	-6	-5
Cc1ccc(CNC(=O)CCNS(=O)(=O)c2ccc(Br)s2)cc1	1.0	0.1	-14	3	4	-0.4	-3.7	5	1
C=C1C(=O)[C@]23C[C@H]1CCC2[C@@]1(C)C(C[C@@H]3O)[C@](C)(C(=O)O)CC[C@@H]1O (some centres not stated)	0.1	x	-10	x	6	-1.0	-2.8	4	7
Cc1ccc(OCC(=O)NNC(=O)Nc2ccc(Cl)cc2)c(Br)c1	-0.2	-1.0	-9	-8	-7	0.5	-2.4	-4	-4
COc1ccccc1CN(CC(=O)NCc1ccc2c(c1)OCO2)C(=O)c1csnn1	3.5	-0.1	1	-1	2	1.6	-4.5	-5	25
CCOc1ccc(NC(=NCc2ccc3c(c2)OCO3)SC2CC(=O)N(c3ccc(OCC)cc3)C2=O)cc1 (configuration not stated)	-0.1	0.0	-9	9	3	x	-2.1	-1	-6
CC1(C(=O)NS(=O)(=O)Cc2ccccc2C(F)(F)F)CCN1C(=O)c1cccc(F)c1 (configuration not stated)	-0.4	x	11	-2	-5	0.6	-0.5	-5	7
Cc1nnc(SCC(=O)NCc2ccccc2)n1-c1ccccc1	1.9	-0.7	5	8	-3	x	-2.5	2	7
C/C(=N\NC(=O)c1ccc(CSc2nc(C)cc(C)n2)cc1)c1ccco1	-0.5	-0.5	-1	-1	0	1.6	-2.5	1	1
Cc1ccc(C(=O)N2CCN(C(=O)c3ccc(C)cc3)C2)cc1	-0.3	0.8	-16	0	-5	0.6	-0.4	-1	-4
CCN1C(=O)[C@H]2[C@@H](c3ccccc3)N[C@]3(CCCN(Cc4ccc(C)cc4)C3=O)[C@H]2C1=O	-0.4	x	4	3	-3	0.0	-2.5	10	-1
CSc1ccc(CN(C)C(=O)c2ccc(S(=O)(=O)Nc3c(C)n(C)n(-c4ccccc4)c3=O)cc2)cc1	-0.3	0.5	-13	21	-7	-0.4	-3.1	-6	-9
COc1ccc(/C(O)=C2/C(=O)C(=O)N(CCN(C)C)C2c2ccccc2)cc1Cl (configuration not stated)	-0.5	-0.6	5	3	-4	0.2	-1.2	-5	-4
CC(=O)N/C(=C/c1ccc2c(c1)OCO2)C(=O)O	0.3	-0.2	-2	2	10	-0.8	-3.3	-9	0
CC1=CC=CC2=NC(=O)CC(C)(C(=O)N(CC(=O)NC3CCCC3)c3ccc(F)cc3)N12 (configuration not stated)	1.7	0.1	-69	-8	5	0.8	-1.0	9	-1
CCOC(=O)N1CCC(NC(=O)c2ccc3c(c2)ncn3C2CCCC2)CC1	-0.1	0.7	-22	3	0	-0.4	1.0	9	-2
OCCCNC(=S)NC1CCCC1	-0.6	-0.6	0	5	-3	-0.8	-1.0	6	0
OCCN1CCN(CCO)C1=S	0.6	0.5	0	-1	4	-1.4	-0.9	7	-2
CCN(CC)CCN(C(=O)CN1C(=O)CCC1=O)c1nc2cc3c(cc2s1)OCO3	x	0.7	13	-10	x	0.0	0.3	-9	x
COc1ccc(N2CCN(C(c3nnnn3CCc3ccccc3)C(C)C)CC2)cc1 (configuration not stated)	-0.2	5.4	10	16	-3	x	-2.3	1	-16
Cc1ccc(S(=O)(=O)N(CC(=O)NCc2cccnc2)C2CCCCC2)cc1	-0.2	0.0	-15	21	2	-1.3	-3.7	-4	-8
Cc1ccc(S(=O)(=O)N2CCC(=O)N([C@H](COCc3cccc(C)c3)C(C)C)CC2)cc1	-0.1	x	5	x	4	0.9	x	-7	-3
CC(C)(C)c1ccc(C(=O)NNC(=S)NCC2CCCO2)cc1 (configuration not stated)	-0.5	0.7	-13	6	0	x	-0.4	-1	-7
CC12CN3CN(C1)CC(C)(C3)C2=NO	-0.4	0.4	1	-1	-1	x	-2.6	4	4
NCCc1cc(O)c(O)cc1O	-5.9&-4.2	0.3&4.2	14&17	-19&-1	-31&-24	-9.4&-6.7	u	-4&-1	-41&-30
CN(C)C(CNC(=O)CSc1nc2ccccc2c(=O)n1Cc1ccco1)c1ccccc1 (configuration not stated)	0.8	0.7	0	-9	-2	7.1	1.7	-2	3
CC(=O)Nc1nnc(-c2c(-c3c(Cl)cccc3Cl)noc2C)o1	x	-1.7	-11	7	x	1.4	1.1	-5	x
Cc1cc(C(=O)N2CCCC(C(=O)c3cc(F)ccc3F)C2)c(C)o1 (configuration not stated)	-1.1	-0.7	-8	4	4	-1.5	-3.4	-7	-1
O=C(Cn1ncc2ccccc21)N1CCc2ccccc21	0.1	1.6	-2	3	-2	1.5	-2.4	-4	2
CCOC(=O)N1CCN(CCC(=O)Nc2ccc(F)c(F)c2)CC1	0.4	0.4	-7	13	0	-0.1	-3.5	4	25
Cc1ccc(/C=C/C(=O)N2CCCC(C(N)=O)C2)o1 (configuration not stated)	0.2	-0.5	17	7	-7	0.8	-1.9	-2	-2
CN1CCCN(C(=O)/C=C/c2ccc(Cl)cc2Cl)CC1	0.9	-0.4	5	3	8	0.2	-3.8	-6	1
CCc1ccccc1NC(=S)N1CCN(c2ccccn2)CC1	-0.7	1.7	15	-3	-2	1.1	-3.8	5	-4
CC(=O)Nc1ccc(S(=O)(=O)N2CCC(C(=O)NCc3ccco3)CC2)cc1	0.1	-0.9	15	1	-2	0.0	-3.3	2	2
CS(=O)(=O)N1CCN(c2cccc(Cl)n2)CC1	-0.7	-0.4	-4	-12	0	x	-0.9	8	-11
COc1cccc(CN(C)C(=O)c2cc(COc3ccc(-n4cncn4)cc3)on2)c1	-0.1	3.7	6	15	0	-9.3	-3.6	24	0
COc1cc(NC(=O)C2CC(c3cccc(Br)c3)=NO2)cc(OC)c1OC (configuration not stated)	5.1	2.0	-15	-1	16	1.5	0.1	10	0
COc1ccc(OCc2nn3c(-c4ccccn4)nnc3s2)cc1	-0.1	0.5	2	6	-7	x	-1.6	1	3
CC(C)(O)CC[C@H](OC(=O)c1ccccc1)[C@](C)(O)[C@H]1CC[C@@]2(O)C3=CC(=O)[C@@H]4C[C@@H](O)[C@H](O)C[C@]4(C)C3CC[C@]12C (some centres not stated)	0.6	x	-16	2	-6	0.4	-0.6	5	4
O=C(CN1CCCN(S(=O)(=O)c2ccc(F)cc2)CC1)Nc1ccccc1Br	0.5	0.1	6	25	-2	x	-0.8	-6	-4
C=CCn1c(SCC(=O)NC2CCS(=O)(=O)C2)nnc1-c1ccc(Cl)cc1 (configuration not stated)	0.8	-0.4	-7	-1	-4	-0.9	-1.2	-1	4
Cc1nc(N2CCOCC2)nc2c1CCC2	0.3	-0.9	1	4	-1	0.1	-4.4	-5	-2
CC(Sc1nnc(COc2ccccc2)n1-c1ccccc1)C(=O)O (configuration not stated)	-3.3	-0.7	15	-1	-1	1.0	-4.6	10	4
COc1ccccc1N1CCN(C(=O)c2ccc(NC(C)=O)cc2)CC1	-0.3	-1.1	7	-1	-3	x	-0.5	-4	-21
Cc1ccccc1OCC(=O)N(CC(C)C)c1c(N)n(CC(C)C)c(=O)[nH]c1=O	-0.1	0.8	-1	-4	0	0.7	-3.1	1	-5
C/C=C/Cn1cccc(C(=O)Nc2ccc(OC)cc2)c1=O	0.3	-0.1	0	-10	0	-0.5	2.3	2	-5
Cc1ccc(C)c(NC(=O)c2cc[n+](C)cc2)c1	3.9	-0.9	-4	4	-2	0.4	0.7	-14	-10
Cn1cnc2nc(Cl)nc(Cl)c21	0.0	-0.6	9	-3	-2	-5.5	-1.0	2	-2
O=C(O)C1C2C=CC(C2)C1C(=O)NCc1ccc(Cl)cc1Cl (configuration not stated)	0.1	-0.6	2	-6	5	-0.2	-3.5	5	-9
FC(F)(F)c1ccc(Oc2ccc(Cl)cc2Br)nc1	-1.2	0.0	5	-7	1	-3.2	-1.3	4	-2
Cc1cc(C)cc(N/C(N)=N/c2nc(C)cc(C)n2)c1	-0.5	2.3	1	9	-2	-1.8	-2.4	7	-4
CCOc1ccc(OCC)c(NC(=O)CN(c2ccc(OC)cc2)S(=O)(=O)c2c(C)noc2C)c1	0.5	0.7	23	13	1	0.9	-0.6	-2	-3
N#CCCN(C(=O)COC(=O)CNC(=O)C12CC3CC(CC(C3)C1)C2)c1ccccc1	2.2	0.1	11	12	2	1.0	-3.4	0	1
Cc1nc2nc(SCC(=O)NCCCN3CCCCCC3)nn2c(C)c1Cc1ccccc1	1.5	u	4	-2	0	0.0	-3.9	-12	-7
Cn1cnc(S(=O)(=O)NCc2cccs2)c1	-0.3	1.3	2	1	-2	x	-3.0	-1	-13
CCn1c(SCC(=O)Nc2nc(C)cs2)nnc1C(NC(=O)c1ccccc1Cl)C(C)C (configuration not stated)	-0.8	-0.2	-11	6	-2	x	-1.1	1	-6
CCOC(=O)[C@@H]1[C@H]2COc3ccccc3[C@@H]2N2C(=O)N(c3ccc(Br)cc3)C(=O)[C@@]12C	-0.2	x	3	x	-2	0.9	-5.9	0	-9
COc1ccccc1N(CC(=O)Nc1cccnc1)S(C)(=O)=O	-0.4	0.2	-14	0	-2	x	-1.3	-4	-6
CNc1nc(SCC(=O)Nc2ccc(Cl)c(Cl)c2)nc(N2CCOCC2)n1	0.1	-0.2	8	3	-8	1.2	1.0	-4	-1
Cc1ccc(OC(=O)CCC(=O)OCCCC(F)(F)C(F)(F)F)cc1	-2.0	0.6	12	9	-1	x	-0.6	-6	-4
CC1CN(C(=O)c2ccccc2NS(=O)(=O)c2cccc([N+](=O)[O-])c2)CC(C)O1 (configuration not stated)	0.1	21	6	-3	-2	-0.2	-1.0	-1	-3
CCN1C(=O)N[C@@H](c2cccs2)C(C(C)=O)=C1C	0.1	-2.2	1	3	2	0.9	-0.4	-7	-1

Source: PubChem (several laboratories)
